MrgX1 PAM: human MrgX1 positive allosteric modulation, primary screen. Q96LB2. MrgX1-HEK293, Fluo-4 calcium flux, FDSS; active compounds read high. B-score at 10 µM. actives 0.63% (n = 310,000). AID 588675;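 active = plate-corrected calcium response at least 3 library SD above typical, normal starting fluorescence, not activating the receptor alone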;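 also: compound read alongside a low EC10 to EC30 dose of BAM8-22 agonist; peak minus trough fluorescence over baseline measured at the second addition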
Target sequence (Q96LB2 whole entry, looked up): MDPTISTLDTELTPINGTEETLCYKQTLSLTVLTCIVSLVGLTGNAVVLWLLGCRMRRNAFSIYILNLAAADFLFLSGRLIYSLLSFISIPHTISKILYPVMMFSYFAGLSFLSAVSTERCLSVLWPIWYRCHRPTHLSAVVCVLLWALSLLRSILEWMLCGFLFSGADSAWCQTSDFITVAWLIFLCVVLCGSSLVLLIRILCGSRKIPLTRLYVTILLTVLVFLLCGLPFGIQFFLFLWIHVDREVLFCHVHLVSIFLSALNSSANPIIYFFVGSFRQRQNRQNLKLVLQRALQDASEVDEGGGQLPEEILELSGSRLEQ
KCNK3 inh: human KCNK3 channel inhibition, primary screen | actives 0.84% (n = 340,000) | AID 602410 | B-score at 10 µM | O14649 | CHO-KCNK3 thallium flux, FluxOR fluorescence; active compounds read low;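 active = B-score under library mean minus 4 SD, starting fluorescence ratio at most library mean plus 5 SD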;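 also: more negative B-score means stronger inhibition of thallium flux through KCNK3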
hERG rescue: hERG (human) protection from proarrhythmic block; CHO-hERG, FluxOR thallium flux, dofetilide IC70 present; activation (rescue from dofetilide block), less the hit threshold, % at 10 µM; actives 0.51% (n = 310,000);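 active = activation above the mean of controls blocked by dofetilide plus 5 SD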;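 also: thallium influx through hERG after potassium depolarization seen as dye fluorescence rise; in these data hits start at about 4.7%; inactives centre near -7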
KCNQ1 act: potentiates or activates the human KCNQ1 potassium channel; P51787; CHO-K1 KCNQ1, thallium flux FluxOR fluorescence; active compounds read high; B-score at 10 µM; actives 0.35% (n = 310,000);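 active = fluorescence ratio B-score, a plate-corrected score, at least three library SD, with initial intensity B-score within 5 SD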
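Doses: Single concentration per compound, DMSO matched to controls | Test system: KCNQ1-transfected CHO-K1 cells | Timing: 90 min dye loading and 20 min compound exposure, both at room temperature | Measured by: Kinetic FluxOR thallium fluorescence, 10-s 1-Hz baseline, 110-s post-stimulus read | Medium: Assay buffer with matched DMSO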
ANO1 activ: activators or potentiators of mouse TMEM16A chloride channel | Q8BHY3 | HEK293 TMEM16A/YFP-H148Q/I152L, iodide quench fluorescence; active compounds read low | B-score at 10 µM | actives 0.3% (n = 340,000) | AID 623877;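 active = fluorescence-ratio B-score plate-corrected deviation score at least 3 library SD below zero, with starting fluorescence score within 5 deviations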;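 also: channel opened by trigger with iodide after compound preincubation; score built on the fluorescence ratio of max minus min over baseline; more negative score means more quench and so TMEM16A activation or potentiation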
MrgX1 agonist: human MrgX1 receptor agonism, primary screen. MrgX1-HEK293 cells, Fluo-4 calcium fluorescence, agonist mode; active compounds read high. Q96LB2. AID 588627. actives 0.44% (n = 310,000). B-score at 10 µM;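 active = calcium response B-score plate-corrected fluorescence ratio at least 3 library SD, with starting fluorescence B-score inside 5 SD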
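Material: MrgX1-expressing HEK293 cells; input: 15,000 cells per well; doses: test compound given as first of three sequential additions; schedule: overnight plating before 1 h dye loading; technique: Fluo-4 NW calcium-flux fluorescence, kinetic read; evaluation: baseline-normalised fluorescence change ratio, B-scored; control set: plate-wise positive and negative controls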
KCNK9 inh: human KCNK9 channel inhibition; Q9NPC2; HEK293 KCNK9, FluxOR thallium flux fluorescence; active compounds read low; B-score at 10 µM; actives 1.2% (n = 310,000); AID 488922;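 active = ratio B-score over 3 SD below the library mean, with starting fluorescence within 5 SD of its mean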;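 also: negative B-score means less thallium flux so channel inhibition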
Target sequence (Q9NPC2 whole entry, looked up): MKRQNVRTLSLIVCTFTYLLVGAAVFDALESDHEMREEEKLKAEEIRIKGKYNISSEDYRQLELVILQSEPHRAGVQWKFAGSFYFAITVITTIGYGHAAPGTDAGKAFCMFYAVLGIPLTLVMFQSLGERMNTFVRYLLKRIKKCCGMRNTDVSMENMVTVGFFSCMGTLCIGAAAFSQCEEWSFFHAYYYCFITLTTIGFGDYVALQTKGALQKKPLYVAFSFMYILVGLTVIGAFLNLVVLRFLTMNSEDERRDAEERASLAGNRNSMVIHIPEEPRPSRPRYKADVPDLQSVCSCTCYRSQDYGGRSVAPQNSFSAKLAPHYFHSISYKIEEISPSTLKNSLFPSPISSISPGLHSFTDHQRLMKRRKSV
ANO1 block: inhibitors of mouse TMEM16A calcium-activated chloride channel; HEK293 TMEM16A/YFP iodide influx fluorescence, ionomycin; actives 1.2% (n = 310,000); normalized B-score (activity score, 25-100; higher = stronger inhibition) at 10 µM; Q8BHY3; AID 588511;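 active = ratio plate-corrected score three or more library SD toward inhibition, starting fluorescence score within five deviations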;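 also: score derived from kinetic fluorescence span divided by baseline fluorescence per well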
RGS4 act: RGS4 potentiation or activation | AID 463111 | actives 0.92% (n = 310,000) | B-score at 10 µM | HEK293 M3R/inducible RGS4, carbachol calcium flux Fluo4; active compounds read low;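 active = B-score of the integrated calcium signal more than 4 SD below the library mean, with starting fluorescence not abnormally high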;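 also: negative B-score means reduced calcium response which marks RGS4 activation or potentiation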
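Reagent: ECmax carbachol challenge; Test system: M3R-expressing HEK293 line, RGS4 induced by doxycycline; Schedule: overnight RGS4 induction, 30 min dye load 37 °C, 20 min compound RT; Detection: calcium dye Fluo4 fluorescence; Read-out: Agonist-evoked peak-minus-minimum fluorescence over baseline, integrated ratio, B score.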
RGS4 inh: inhibitors of human RGS4; HEK293 M3R/RGS4 inducible, Fluo-4 calcium flux; active compounds read high; triggered by carbachol at its EC20; B-score at 10 µM; actives 0.45% (n = 310,000);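 active = B-score, a plate-corrected calcium signal, over three deviations above library mean, with baseline fluorescence within five deviations of library mean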;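 also: RGS4 expression induced by doxycycline in cells with stable M3 receptor; B-score is computed from the integrated fluorescence ratio over baseline after carbachol; higher B-score means a larger calcium signal and so more RGS4 inhibition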
Target sequence (P49798 whole entry, looked up): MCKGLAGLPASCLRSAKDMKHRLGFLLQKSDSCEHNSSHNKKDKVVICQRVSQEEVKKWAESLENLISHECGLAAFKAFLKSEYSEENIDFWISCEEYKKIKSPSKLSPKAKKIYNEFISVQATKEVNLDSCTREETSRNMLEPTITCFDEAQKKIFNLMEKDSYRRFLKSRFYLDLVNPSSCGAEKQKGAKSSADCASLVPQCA
KCNQ1 block: human KCNQ1 channel inhibition; P51787; CHO-K1 KCNQ1, FluxOR thallium flux fluorescence; active compounds read high; B-score at 10 µM; actives 1.3% (n = 310,000); AID 2642;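 active = compounds whose thallium flux B-score, printed positive for inhibition, exceeds three library SD while starting fluorescence stays within three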;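 also: channel opened by potassium depolarization with thallium stimulus after 20 min compound exposure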
* = called active by the depositor; i = inactive; / = no result given.

SMILES	MrgX1 PAM	KCNK3 inh	hERG rescue	KCNQ1 act	ANO1 activ	MrgX1 agonist	KCNK9 inh	ANO1 block	RGS4 act	RGS4 inh	KCNQ1 block
CCN(CC)C1=N/C(=C\c2ccc(OC)cc2)C(=O)N1c1ccccc1	i	i	-4	i	i	i	i	i	i	i	i
COc1ccc(CCNC(=O)CN(C)S(=O)(=O)c2ccc(Br)s2)cc1OC	i	i	-11	i	i	i	i	i	i	i	i
CN(C)CCCNC(=O)c1cc(C(=O)c2c(Cl)cccc2Cl)c[nH]1	i	i	-4	i	i	i	i	i	i	i	i
COc1ccccc1C(=O)Nc1ccc2c(c1)CCCN2C(=O)c1ccccc1	i	i	-16	i	i	i	i	i	i	i	i
Cc1nnc(SCCN2C(=O)c3ccccc3C2=O)[nH]c1=O	i	i	-8	i	i	i	i	i	i	i	i
Cc1ccc2cc(CN(Cc3ccco3)C(=O)NCc3ccccc3)c(=O)[nH]c2c1C	i	i	-5	i	i	i	i	i	i	i	i
NS(=O)(=O)c1ccc(CCNC(=O)C2(S(=O)(=O)c3ccc(Cl)cc3)CC2)cc1	i	i	-8	i	i	i	i	i	i	i	i
CCn1nc(C)cc1C(=O)Sc1cccc(Br)c1	i	i	-1	i	i	i	i	i	i	i	i
Cc1cc(N(C)/N=C/c2ccccc2O)nc(-c2ccccc2O)n1	i	i	-5	i	i	i	i	i	i	i	i
O=C(Cc1cccs1)N(CC1CCCO1)C1(C(=O)NC2CCCC2)CCCCC1 (stereo not drawn)	i	i	-22	i	i	i	i	i	i	i	i
CC(C)c1ccc(-c2csc3nc[nH]c(=O)c23)cc1	i	i	-6	i	i	i	i	i	i	i	i
Cn1ccnc1SCC(=O)c1ccc([N+](=O)[O-])cc1	i	i	-6	i	i	i	i	i	i	i	i
COc1ccc(NC(=O)CSc2ccc3ccccc3c2)cc1S(=O)(=O)N1CCCCC1	i	i	-5	i	i	i	i	i	i	i	i
Cc1cc(C(F)F)n2nc(C(=O)O)nc2n1	i	i	-2	i	i	i	i	i	i	i	i
CN(C)CCOCCOc1ccc(Cl)cc1C(C)(C)C	i	i	-6	i	i	i	i	i	i	i	i
CCn1c(=O)c(C(=O)NNC(=O)c2ccc(Cl)cc2Cl)c(O)c2ccccc21	i	i	-11	i	i	69*	i	i	-7.8*	i	i
Cc1cc(OCC(=O)Nc2ccccn2)c2c(C)c(C)c(=O)oc2c1	i	i	-6	i	i	i	i	i	i	i	i
NC(=O)c1ccc(C(F)(F)F)n(Cc2ccccc2Cl)c1=O	i	i	-5	i	i	i	i	i	i	i	i
CCc1nnc(NC(=O)CN2CCN(c3cccc(OC)c3)CC2)s1	i	i	-3	i	i	i	i	i	i	i	i
C=C(C)CSc1nc2ccccc2c(=O)n1-c1c(C)n(C)n(-c2ccccc2)c1=O	i	i	-11	i	i	i	i	i	i	i	i
C=C(C)COc1ccc(-c2[nH]ncc2-c2ccccc2OC)c(O)c1	18*	-9*	-9	i	i	i	i	i	i	i	i
COc1ccc(NC(=O)c2ccccc2[N+](=O)[O-])cc1	i	i	0	i	i	i	i	i	i	i	i
CNC(=S)N/N=C(\C)c1cccc(C(F)(F)F)c1	i	i	-4	i	i	i	i	i	i	i	i
Cc1ccc(NC(=O)c2cc(C)n(-c3ccccc3)c2C)cc1	i	i	-13	i	i	i	i	i	i	i	i
Cc1ccc(NC(=O)c2sc(N)nc2C)cc1	i	i	-4	i	i	i	i	i	i	i	i
COc1ccc(NC(=O)CSc2nnc(N)n2CC(=O)Nc2ccc(OC)cc2)cc1	i	i	-10	i	i	i	i	i	i	i	i
CCc1ccc(NC(=O)CCc2c(C)nn(-c3ccc(N4CCOCC4)nn3)c2C)cc1	i	i	-5	i	i	i	i	i	i	i	i
O=C(c1coc2ccccc2c1=O)N1CCN(c2cccc(C(F)(F)F)c2)CC1	i	i	1	i	i	i	i	i	i	i	i
CCCN(CCC)S(=O)(=O)c1ccc(C(=O)NNC(=O)c2cc(OC)c(OC)c(OC)c2)cc1	i	i	-5	i	i	i	i	i	i	i	i
CCOC(=O)CNC(=S)N(Cc1ccccc1)Cc1cccnc1	i	i	0	i	i	i	i	i	i	i	i
CCN(Cc1ccncc1)C(=O)c1cc(COc2c(F)cccc2F)on1	i	i	-4	i	i	i	i	i	i	i	i
O=C(c1ccccc1)C1CCN(CC(=O)N2CCN(c3ccccc3)CC2)CC1	i	i	-20	i	i	i	i	i	i	i	i
CC(=O)N1CCCc2ccc(NS(=O)(=O)c3ccccc3)cc21	i	i	-13	i	i	i	i	i	i	i	i
COC(=O)c1nnn(-c2nonc2N)c1CSc1ccccn1	i	i	-4	i	i	i	i	i	i	i	i
OCCN(CCO)CC(O)CN(c1ccccc1)c1ccccc1 (stereo not drawn)	i	i	-2	i	i	i	i	i	i	i	i
CCCC(NC(=O)c1ccco1)c1nc2ccccc2[nH]1 (stereo not drawn)	i	i	-9	i	i	i	i	i	i	i	i
O=C(Nc1ccccc1)Nc1ccc(Oc2ncnc3cc(Cl)ccc23)nc1	i	/	-5	i	/	i	i	i	i	i	i
CSc1ccccc1N=CC1=C(O)CC(C)(C)CC1=O	i	i	-7	i	i	i	i	i	i	i	i
COc1cccc(NC(=O)NC2CCN(Cc3nnnn3Cc3ccc(F)cc3)CC2)c1	i	i	-24	i	/	i	i	i	i	i	i
CC(=O)N1CCN(c2ccc([N+](=O)[O-])c(NCc3cccnc3)c2)CC1	i	i	0	i	i	i	i	i	i	i	i
COc1ccccc1/C=C/C=N/NC(=O)CCC1C(=O)NN=C1C (stereo not drawn)	i	i	-6	i	i	i	i	i	i	i	i
O=S(=O)(c1ccc2ccccc2c1)N1CCN(C(=S)Nc2ccccc2F)CC1	i	i	-7	i	i	i	i	i	i	i	i
CCOCCCNC(=O)C(NC(=O)CNC(C)=O)c1ccc(C)cc1 (stereo not drawn)	i	i	-9	i	i	i	i	i	i	i	i
O=C(N/N=C/c1ccc(-c2ccccc2[N+](=O)[O-])o1)c1cccnc1	i	i	-9	i	i	i	i	i	i	i	i
CC(C)[C@H](NS(=O)(=O)c1ccc2c(c1)OCCO2)C(=O)OCC(=O)Nc1cccc(Cl)c1Cl	i	i	-10	i	i	i	i	i	i	i	i
O=C(C1=C(O)C(=O)N(Cc2ccco2)C1c1ccccc1F)c1cccs1 (stereo not drawn)	i	i	-6	i	i	i	i	i	i	i	i
Cc1cc(=O)c(C(=O)O)nn1-c1cccc(C(F)(F)F)c1	i	i	-4	i	i	i	i	i	i	i	i
C#CCOCCOCCOCCNc1nc(N2CCN(C(=O)[C@H](C(C)C)n3cc(CCO)nn3)CC2)nc(N2CCN(C(=O)[C@H]([C@@H](C)CC)n3cc(CCCCN)nn3)CC2)n1	i	i	-2	i	i	i	i	i	i	i	i
COC(=O)c1[nH]c2cccc(OC)c2c1NC(=O)CN1CCC(C(N)=O)(N2CCCCC2)CC1	i	i	-3	i	i	i	i	i	i	i	i
CCCCC1(C(=O)OC)NC(c2ccc(O)cc2)C2C(=O)N(c3ccccc3)C(=O)C21 (stereo not drawn)	i	i	-5	i	i	i	i	i	i	i	i
Cc1[nH]n2c(=O)cc(-c3ccc([N+](=O)[O-])cc3)nc2c1-c1ccccc1	i	i	-8	i	i	i	i	i	i	i	7*
COc1ccc(CN2CCC(n3nccc3NC(=O)C3CC3)CC2)c(OC)c1OC	i	i	-8	i	i	i	i	i	i	i	i
CCCCNC(=O)CS(=O)Cc1nc(-c2ccc(C)cc2)oc1C (stereo not drawn)	i	i	-14	i	i	i	i	i	i	i	i
CCC(C(=O)NC1CCCCC1)N(Cc1cccs1)C(=O)c1snc(C(N)=O)c1N (stereo not drawn)	i	i	-16	i	i	i	i	i	i	i	6*
CSc1ccc(/C=C/C(=O)N2CCN(c3ccccn3)CC2)cc1	i	i	-8	i	i	i	i	i	i	i	i
CCN1CCN(C(c2cccs2)C(C)NC(=O)c2cccc(OC)c2)CC1 (stereo not drawn)	i	i	-10	i	i	i	i	i	i	i	i
Cc1cc(NC(=O)C2CC(=O)N(c3cccc(C)c3C)C2)no1 (stereo not drawn)	i	i	-3	i	i	i	i	i	i	i	i
CCC(C(=O)NCc1ccccc1OC)n1nc(C)n2c(cc3occc32)c1=O (stereo not drawn)	i	i	-14	i	i	i	i	i	i	i	i
COc1ccc(NC(=O)CC(NCc2ccccn2)C(=O)O)cc1 (stereo not drawn)	i	i	-7	i	i	i	i	i	i	i	i
Cc1ccccc1C(=O)Nc1nnc(SC(C)C)s1	i	i	-16	i	i	i	i	i	i	i	i

Going on with the list.
SMILES	MrgX1 PAM	KCNK3 inh	hERG rescue	KCNQ1 act	ANO1 activ	MrgX1 agonist	KCNK9 inh	ANO1 block	RGS4 act	RGS4 inh	KCNQ1 block
O=C(O)CCC(=O)Nc1ccc(-c2nnc(-c3ccco3)o2)cc1	i	i	-5	i	i	i	i	i	i	i	i
COc1ccc(OCC(O)CNC(=O)c2ccc(Br)cc2)cc1 (stereo not drawn)	i	i	-9	i	i	i	i	i	i	i	i
CCCCN(C)CCNC(=O)c1ccc(Cn2c(=S)[nH]c3ccc(Br)cc3c2=O)cc1	i	i	-21	i	i	i	i	i	i	i	i
CC1Cc2cc(S(=O)(=O)N3CCC(C(N)=O)CC3)ccc2N1C(=O)C1CC1 (stereo not drawn)	i	i	-5	i	i	i	i	i	i	i	i
CC(NC(=O)CN1CCCC1)C12CC3CC(CC(C3)C1)C2 (stereo not drawn)	i	i	-14	i	i	i	i	i	i	i	i

An excerpt from above with just KCNK3 inh, MrgX1 PAM and ANO1 activ:
structure | KCNK3 inh | MrgX1 PAM | ANO1 activ
CCC(C(=O)NCc1ccccc1OC)n1nc(C)n2c(cc3occc32)c1=O (stereo not drawn) | i | i | i
COc1ccc(NC(=O)CC(NCc2ccccn2)C(=O)O)cc1 (stereo not drawn) | i | i | i

High-throughput results: PubChem BioAssay, Johns Hopkins Ion Channel Center
